DAGLB inhibitor – DAGLB lipase inhibitors, primary screen, biochemical, fluorescence, HTS; inhibition, % at 5.17 µM; 340,000 compounds, 0.059% hits; AID 504411, 2011; HEK293T DAGLB membrane lysate, EnzChek fluorogenic substrate; in the data active means inhibition above about 34%;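 further: 0% = enzyme with vehicle and 100% = wells lacking enzyme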
LANA DNA inh – inhibitors of KSHV C-LANA binding to DNA, primary screen, biochemical, fluorescence polarization, FAM-LBS DNA, MBP-C-LANA, single point; Kaposi's sarcoma herpesvirus LANA C-terminal domain (residues 932-1162) DNA binding; inhibition, % at 9 µM; 340,000 compounds, 0.078% hits; AID 504423, 2011;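 active means highest replicate inhibition at or above 60% at 9 µM, even if other replicates fall short; inactive means all replicates below 60% inhibition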;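 further: 0% = neutral control wells and 100% = 4 µM acridine orange control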
Cardiac RTF inh – cardiac RTF calcium sensitivity inhibitors, primary screen, biochemical, IANBD-TnC fluorescence, EC70 calcium; AID 493244, 2011; inhibition, % at 7.15 µM; Troponin I, cardiac muscle (Homo sapiens) + Troponin T, cardiac muscle (Homo sapiens) + …; 340,000 compounds, 0.12% hits; IANBD-labeled cardiac RTF, Ca2+ fluorescence;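 active means inhibition above the mean inhibition of all tested compounds plus 3 SD, cut at about 17% in these data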;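 further: assay run at fixed EC70 calcium of 1.6 mM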
Keap1 Nrf2 FP – Keap1-Nrf2 protein-protein interaction inhibitors, primary screen, biochemical, fluorescence polarization, single point; Keap1 Kelch-Nrf2 peptide fluorescence polarization, 1536-well; inhibition, % at 9.4 µM; 340,000 compounds, 0.15% hits; in the data active means inhibition above about 12%; inconclusive means no clear call, values can overlap the other calls; inactive means below about 7.3%;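 further: human Keap1 Kelch domain with fluorescein labeled Nrf2 9mer peptide probe; 0% = neutral control wells and 100% = peptide positive control; higher means more block of Keap1 binding to Nrf2 peptide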
Target sequence (Q14145 whole entry, looked up, the tested form may be a part): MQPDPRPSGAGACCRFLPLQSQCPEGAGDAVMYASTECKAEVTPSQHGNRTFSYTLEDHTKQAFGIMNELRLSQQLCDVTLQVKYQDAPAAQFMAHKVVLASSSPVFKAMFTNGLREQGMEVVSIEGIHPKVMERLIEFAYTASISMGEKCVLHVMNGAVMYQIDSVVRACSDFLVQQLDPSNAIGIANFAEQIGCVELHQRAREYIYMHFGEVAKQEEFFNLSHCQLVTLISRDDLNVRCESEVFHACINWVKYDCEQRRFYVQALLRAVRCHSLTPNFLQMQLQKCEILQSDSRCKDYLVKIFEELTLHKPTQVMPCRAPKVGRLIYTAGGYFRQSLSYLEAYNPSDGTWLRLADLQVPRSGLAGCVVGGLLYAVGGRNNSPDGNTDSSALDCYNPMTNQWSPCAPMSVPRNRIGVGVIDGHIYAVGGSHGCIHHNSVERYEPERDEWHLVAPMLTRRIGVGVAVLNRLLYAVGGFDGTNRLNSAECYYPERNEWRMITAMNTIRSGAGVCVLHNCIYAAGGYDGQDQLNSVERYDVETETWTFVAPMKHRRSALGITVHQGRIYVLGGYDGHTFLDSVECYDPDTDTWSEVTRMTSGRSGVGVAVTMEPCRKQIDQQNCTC
PKA-R2B act – activators of PKA-R2B holoenzyme, primary screen, biochemical, fluorescence polarization, Cy5-IP20, human; 340,000 compounds, 0.079% hits; activation, % at 11.4 µM; cAMP-dependent protein kinase catalytic subunit beta (Homo sapiens) + cAMP-dependent …; PKA-R2B holoenzyme dissociation; R2B truncated from residue 108, S112A mutant; 0% DMSO only, 100% 113 µM cGMP; AID 504700, 2011;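 active means activation above a cutoff set at the mean over all compounds plus 3 SD, cut at about 18% in these data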;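 further: higher means more holoenzyme dissociation and a rise in polarization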
cardiac RTF act – cardiac RTF calcium sensitivity activators, primary screen, biochemical, IANBD-TnC fluorescence, EC20 calcium | IANBD-labeled TnC RTF fluorescence at EC20 calcium; 0% EC20 calcium, 100% full calcium | activation, % at 7.2 µM | 340,000 compounds, 0.24% hits;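 active means activation above the mean over all tested compounds plus 3 SD, cut at about 30% in these data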;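 further: rise in fluorescence read as greater calcium sensitivity of cardiac thin filaments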
SR-BI uptake up – activators of SR-BI mediated DiI-HDL uptake, primary screen, ldlA[mSR-BI] CHO cells, DiI fluorescence. 3 h; 100 = double the neutral-control signal. activation, % at 12.5 µM. 320,000 compounds, 0.096% hits. AID 504775, 2011;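 active means mean replicate activation of at least 60% and every replicate at or above 60%; inconclusive means mean or all-replicate condition met, but not both; inactive means mean below 60% and not all replicates reaching 60%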;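 further: 0% = median plate neutral-control signal and 100% = twice that signal; values of inactives mirror those of a sister screen read the other way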
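System: CHO ldlA[mSR-BI] cells / Medium: HEPES-buffered (25 mM, pH 7.4) F12 plus 0.5% BSA / Probe or stimulus: labelled HDL, 10 µg/mL / Doses: single compound concentration, delivered by pin transfer / Schedule: 3 h, 37 °C / Measured by: DiI fluorescence, bottom read / Measure: cell-associated DiI fluorescence as measure of HDL uptake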
CAL PDZ FP-1 – CAL PDZ peptide-binding inhibitors, primary screen, biochemical, fluorescence polarization, Cer-tagged CAL PDZ, HTS. purified CAL PDZ, TMR-peptide fluorescence polarization, 1 h. inhibition, % at 20 µM. 330,000 compounds, 0.02% hits. AID 504414, 2011;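 active means highest replicate inhibition of at least 40%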;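 further: plate controls were DMSO neutral control wells for no effect and unlabeled competitor peptide control wells for full effect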
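Material: tagged CAL PDZ protein CerCALP, purified; buffer or medium: sodium phosphate/NaCl buffer pH 7.4 with TCEP, IgG, Thesit; also added: fluorescent TMR peptide probe; schedule: 1 h incubation at room temperature before polarization reading; technique: fluorescence polarization from S- and P-plane intensities, G-factor corrected; control set: unlabelled peptide and DMSO controls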
CAL PDZ FP-2 – untagged CAL PDZ binding inhibitors, primary screen, biochemical, fluorescence polarization, HTS; AID 602252, 2012; 300,000 compounds, 0.92% hits; purified CAL PDZ, TMR-peptide fluorescence polarization, 1 h; inhibition, % at 24.9 µM; Golgi-associated PDZ and coiled-coil motif-containing protein (Homo sapiens), Q9HD26;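 active means mean inhibition of at least 30% with at least half of replicates also reaching 30%; inconclusive means no clear call, values can overlap the other calls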;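 further: 0% = DMSO neutral control and 100% = excess unlabeled competitor peptide PRC23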
Rtt109 Vps75 – inhibitors of C. albicans Rtt109/Vps75 HAT, primary screen, biochemical, ThioGlo CoA-SH fluorescence, plate reader; Histone acetyltransferase RTT109 (Candida albicans (strain SC5314 / ATCC MYA-2876)), …; purified Rtt109/Vps75, 4 h; inhibition, % at 34.9 µM; 330,000 compounds, 0.16% hits; AID 540336, 2011;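 active means inhibition of at least 50% in every replicate; inconclusive means best replicate reaches 50% inhibition but some replicates fall short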
Target sequence (Q5AAJ8 whole entry, looked up): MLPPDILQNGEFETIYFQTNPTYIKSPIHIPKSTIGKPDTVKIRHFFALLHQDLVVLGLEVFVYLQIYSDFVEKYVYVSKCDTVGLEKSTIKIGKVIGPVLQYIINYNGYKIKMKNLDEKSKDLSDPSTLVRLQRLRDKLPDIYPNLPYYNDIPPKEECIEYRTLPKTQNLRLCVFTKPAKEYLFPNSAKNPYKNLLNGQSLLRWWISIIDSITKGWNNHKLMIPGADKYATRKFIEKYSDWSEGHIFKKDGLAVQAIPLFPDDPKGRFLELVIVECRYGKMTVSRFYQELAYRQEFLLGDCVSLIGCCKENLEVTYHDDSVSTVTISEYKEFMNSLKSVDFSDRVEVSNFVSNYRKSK
* = called active by the depositor; ? = inconclusive; . = no result given.

SMILES	DAGLB inhibitor	LANA DNA inh	Cardiac RTF inh	Keap1 Nrf2 FP	PKA-R2B act	cardiac RTF act	SR-BI uptake up	CAL PDZ FP-1	CAL PDZ FP-2	Rtt109 Vps75
Cc1cc(C)c(C#N)c(SCc2ccc3c(c2)OCO3)n1	-10	-1.5	-9	-6	-2	-4	-4	-0.3	-3	6
N#Cc1ccccc1NC(=O)Nc1ccc(Cl)cc1	1	-0.7	2	-2	-2	1	9	-1.7	-2	-10
CC(=O)c1ccc(OCc2cc(C(=O)N(C)Cc3ccccn3)no2)cc1	0	1.8	-5	-6	-6	3	-9	-2.5	2	10
CCCCCNC(=O)C1CC=CCC1C(=O)O (stereo not drawn)	0	0.5	-1	7	-2	2	-7	.	-4	?
COc1ccc(S(=O)(=O)N2CCCCCC2)cc1C(=O)N(C)Cc1c(F)cccc1Cl	-3	1.1	4	1	2	-5	-13	0.5	-5	18
CN1CCN(S(=O)(=O)c2cccc(C(=O)O)c2)CC1	-1	-0.9	0	-2	-10	1	.	-2.8	-1	-8
COc1ccccc1N1CC(C(=O)NC2CCCCCC2)CC1=O (stereo not drawn)	-1	-1.9	4	4	-9	1	9	0.1	.	-1
C[C@@]12CCC=C[C@H]1[C@H](c1ccc(/C=C/c3ccccc3)cc1F)N(Cc1ccccc1)C2=O	-12	1.3	5	0	-5	-1	-10	0.4	-4	2
C=CCNC(=O)N[C@@H](Cc1ccccc1)C(=O)OC	-2	0.6	-2	-1	-5	-3	22	-0.8	-5	-5
COc1ccc(-c2ccc(SCC(=O)Nc3cc(C)on3)nn2)cc1OC	2	-2.0	-8	-2	-1	-3	-4	-2.4	2	1
NC(=NCc1ccccc1)C(N=Nc1ccccc1)C(=O)NCc1ccccc1 (stereo not drawn)	1	1.3	3	5	-1	-5	-28	-1.0	-5	-5
COc1ccc(C2c3c(oc4ccccc4c3=O)C(=O)N2c2ccc(C)cn2)cc1OC (stereo not drawn)	-3	-1.1	-4	-1	-3	6	9	-0.3	.	3
CCOc1ccccc1Oc1nc(-c2ccccc2O)nc2ccccc12	-5	-0.2	-16	3	-1	3	-16	-0.4	-10	4
Cc1ccc(S(=O)(=O)NCC(=O)N(CC2CCCO2)C(C(=O)NCC2CCCO2)C(C)C)cc1 (stereo not drawn)	-4	1.6	-2	-1	-3	-3	15	-2.8	-7	-13
CCO[C@H]1OC(C(=O)NC2CC2)=C[C@@H](c2ccc(Br)cc2)[C@@H]1CCCO	-1	-6.3	-6	-3	-3	-6	29	-0.7	2	9
CCn1cc(C(C)NC(=O)Nc2ccccc2C(=O)OC)c(C)n1 (stereo not drawn)	-1	-0.1	-4	0	-8	12	-15	-2.1	-1	-1
CC(C)(C)[C@@H]1COC(=O)[C@@H](Cc2ccc(F)cc2)C/C=C\C[C@H](CC(=O)N(CCO)Cc2ccccc2)C(=O)N1	-3	1.0	8	3	11	-1	14	-0.6	-3	10
CC(C)Cc1nc2sc3c(c2c(=O)n1N)CC(C)(C)OC3	2	1.8	-5	-1	1	11	9	-2.1	-2	-2
O=C(Nc1ccc(S(=O)(=O)N2CCCC2)cc1)c1cccnc1Cl	-1	-1.4	-6	0	5	-7	6	-1.6	-2	28
Cc1ccsc1-c1nc(CSCC(=O)NCCN2CCCC2)c(C)o1	1	0.3	-3	-1	10	4	20	-1.7	-2	-7
Cc1nc(SCC(=O)NNC(=O)c2ccc(F)cc2)c2ccccc2n1	-4	-1.8	0	-7	1	3	.	-3.0	-5	.
Cc1cccnc1NC(=O)CNC(=O)c1ccccc1	0	0.6	-5	5	-9	-1	28	0.6	-6	0
CC(COc1ccccc1)N1CCC(CO)(CCc2ccccc2)CC1 (stereo not drawn)	0	1.4	6	-4	-9	10	-24	-1.4	12	-10
Cc1ccc(O)c(-c2[nH]ncc2C(=O)c2ccc(Br)cc2)c1	-4	-3.5	3	-1	-6	-2	1	-1.9	-3	-3
Cc1nc2sc(C(c3cccc(F)c3)N3CCN(C(=O)c4ccco4)CC3)c(O)n2n1 (stereo not drawn)	1	0.4	3	1	-4	2	-4	.	7	-20
CCn1c(CNC(=O)C(C)(C)C)nc2ccccc21	1	-0.7	-7	-6	5	2	18	0.0	-3	-36
CC1CCCC(C)N1C(=O)c1cc2ncc(CCCl)cn2n1 (stereo not drawn)	3	-0.2	3	2	1	1	4	-1.2	-3	4
COc1ccc(CNC(=O)c2ccc(CS(=O)(=O)Cc3ccccc3F)o2)cc1	1	0.7	-1	0	-7	0	.	-0.1	10	4
O=C(O)CCC(=O)Nc1ccccc1C(=O)NCc1ccco1	-3	-1.0	-2	-3	-12	0	0	-1.2	0	12
CC(=O)N1c2ccc(S(=O)(=O)N3CCCC(C(=O)NCc4ccccc4)C3)cc2CC1C (stereo not drawn)	1	-1.6	-6	1	-4	-2	1	-1.5	.	3
CC(NC(=O)COC(=O)c1ccc2c(c1)OCO2)c1ccccc1 (stereo not drawn)	1	-0.2	-5	-3	-1	-2	2	-0.4	-3	3
CC12CCC(c3c(CO)nn(-c4ccccc4)c31)C2(C)C (stereo not drawn)	0	1.6	-8	4	-5	-2	-3	-2.5	-5	.
S=C(Nc1ccccc1Cl)N1CCC(c2ccccc2)C1 (stereo not drawn)	3	3.1	-2	-4	9	2	.	-1.1	-1	-1
Cc1cccc(C(=O)NCC(c2ccco2)N(C)C)c1 (stereo not drawn)	1	0.5	4	-1	-15	-1	12	0.3	.	7
COc1ccccc1C(=O)Nc1ccc(OCC(=O)N2CC(C)CC(C)C2)cc1 (stereo not drawn)	-1	0.7	-10	3	-12	-4	-43	-1.8	.	53*
Cc1cc(C(=O)NNC(=O)c2cccc(S(=O)(=O)N3CCOCC3)c2)c2ccccc2n1	-2	-0.8	-6	0	5	0	-5	-2.1	-12	12
Cc1ccc(C)c(S(=O)(=O)N2CCN(C(=O)/C=C/c3ccco3)CC2)c1	10	0.4	-11	-3	-11	1	3	-0.5	-2	-12
NC(=O)C1CCCN(C(=O)c2ccc3oc(Cc4ccc(Cl)cc4)nc3c2)C1 (stereo not drawn)	-2	0.4	-4	4	-11	-3	.	-0.5	-3	9
c1ccc2c(CCc3ccncc3)cccc2c1	1	1.2	-3	-9	-2	-3	-24	-1.3	-4	10
CCc1c(C(=O)N/N=C/c2sccc2C)nnn1-c1nonc1N	-1	0.8	-6	-2	9	5	-77	-1.6	-1	0
Cc1nnc(SCC(=O)Nc2ccccc2)[nH]c1=O	0	2.5	-2	1	-6	-1	31	0.4	-5	2
CNC(=O)[C@@H]1C[C@H]1[C@@H](NC(=O)OCc1ccccc1)c1ccccc1	1	1.7	0	1	9	1	-12	-1.4	-2	4
O=C(O)CCNC(=O)c1ccc(Br)o1	-2	-2.4	-5	1	5	1	-8	-0.7	.	-4
N=c1n(CCN2CCCCC2)c2ccccc2n1CC(O)COc1ccccc1 (stereo not drawn)	0	-2.0	1	-5	3	-2	17	.	-2	-3

Gathered by group: the compounds so far containing an aryl methoxy group.
SMILES	DAGLB inhibitor	LANA DNA inh	Cardiac RTF inh	Keap1 Nrf2 FP	PKA-R2B act	cardiac RTF act	SR-BI uptake up	CAL PDZ FP-1	CAL PDZ FP-2	Rtt109 Vps75
COc1ccc(S(=O)(=O)N2CCCCCC2)cc1C(=O)N(C)Cc1c(F)cccc1Cl	-3	1.1	4	1	2	-5	-13	0.5	-5	18
COc1ccccc1N1CC(C(=O)NC2CCCCCC2)CC1=O (stereo not drawn)	-1	-1.9	4	4	-9	1	9	0.1	.	-1
COc1ccc(-c2ccc(SCC(=O)Nc3cc(C)on3)nn2)cc1OC	2	-2.0	-8	-2	-1	-3	-4	-2.4	2	1
COc1ccc(C2c3c(oc4ccccc4c3=O)C(=O)N2c2ccc(C)cn2)cc1OC (stereo not drawn)	-3	-1.1	-4	-1	-3	6	9	-0.3	.	3
COc1ccc(CNC(=O)c2ccc(CS(=O)(=O)Cc3ccccc3F)o2)cc1	1	0.7	-1	0	-7	0	.	-0.1	10	4
COc1ccccc1C(=O)Nc1ccc(OCC(=O)N2CC(C)CC(C)C2)cc1 (stereo not drawn)	-1	0.7	-10	3	-12	-4	-43	-1.8	.	53*
